AHR activator = activates the human aryl hydrocarbon receptor. 320,000 tested, 2.5% active. AHR-responsive luciferase reporter cells, luminescence. activation, % at 5 µM. P35869. AID 2796; in the data active = activation above about 47%;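 note: 0% = vehicle wells and 100% = reference agonist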
MEX-5 binding = C. elegans MEX-5 TCR-2 RNA binding activity. Q9XUB2. MEX-5/FITC-TCR2 RNA binding, fluorescence polarization; stronger effect = lower value. activity score (negative = inhibition of binding), % at 10 µM. 300,000 tested, 0.38% active;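 active = inhibition past about -25% in most replicates, and total fluorescence under double the plate's negative control median, limit read from the data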;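 note: 0% = DMSO and -100% = 5 µM competing unlabeled TCR2 RNA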
MCL1-BIM inh = MCL1-BIM-BH3 interaction inhibition (human). 320,000 tested, 0.68% active. Q07820. inhibition, % at 10.9 µM. AID 2057. GST-MCL1 / FITC-Bim-BH3 fluorescence polarization;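 active = inhibition above the mean inhibition of all tested compounds plus 3 SD, set per campaign, cut at about 40% in these data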;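 note: 0% = DMSO wells and 100% = unlabeled Bim-BH3 peptide control; higher means more loss of mP so more displacement of Bim peptide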
PAFAH1B2 FP inh = blocks human PAF acetylhydrolase 1b catalytic subunit 2; inhibition, % at 3.39 µM; P68402; recombinant PAFAH1B2, FP-rhodamine activity probe, fluorescence polarization; 340,000 tested, 1.2% active; AID 492953;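 active = inhibition above the mean of all tested compounds plus 3 SD, cut at about 24% in these data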;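 note: 0% = enzyme with DMSO and 100% = wells lacking PAFAH1B2; many of its hits are not listed in these tables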
Target sequence (P68402 whole entry, looked up): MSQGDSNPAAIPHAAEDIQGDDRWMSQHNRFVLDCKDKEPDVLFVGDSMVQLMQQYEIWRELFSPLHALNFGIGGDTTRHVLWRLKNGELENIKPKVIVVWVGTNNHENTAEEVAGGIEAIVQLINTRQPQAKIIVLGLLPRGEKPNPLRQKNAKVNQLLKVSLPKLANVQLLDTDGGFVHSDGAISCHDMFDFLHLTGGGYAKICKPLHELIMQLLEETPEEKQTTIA
PME-1 inh = blocks human protein phosphatase methylesterase 1 | Q9Y570 | recombinant PME-1, FP-Rh probe fluorescence polarization | inhibition, % at 5.9 µM | 320,000 tested, 0.53% active | AID 2130;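 active = inhibition above the campaign mean of all compounds plus 3 SD, cut at about 26% in these data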;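 note: competitive labeling of PME-1 active site by serine hydrolase directed probe; 0% = PME-1 with DMSO and 100% = wells lacking PME-1 enzyme; inhibitors block probe labeling so polarization falls and inhibition rises; many of its hits are not listed in these tables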
GLD-1 RNA inh = GLD-1-TGE RNA interaction inhibition (C. elegans). 320,000 tested, 0.44% active. purified GLD-1 + fluorescein TGE RNA, fluorescence polarization. inhibition, % at 5.96 µM;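 active = percent inhibition above a per-plate cutoff, the plate mean of test compounds plus 3 SD, cut at about 30% in these data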;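 note: 0% = DMSO wells with GLD-1 and probe and 100% = wells lacking GLD-1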
Fam108B counter = counter-screen for RBBP9 inhibitors: inhibitors of mouse Fam108B. recombinant Fam108B, FP-Rh probe fluorescence polarization. inhibition, % at 9.51 µM. 300,000 tested, 0.33% active;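 active = inhibition above the screen mean inhibition plus 3 SD, computed separately per campaign, cut at about 18% in these data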;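 note: inhibitors lower polarization as less probe binds the enzyme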
Bcl-xL primary = Bcl-xL (human) inhibition. Q07817. GST-Bcl-xL / FITC-Bim BH3 peptide fluorescence polarization. inhibition, % at 10.9 µM. 320,000 tested, 0.7% active. AID 2129;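 active = inhibition above the mean of all tested compounds plus 3 SD, cutoff set per campaign, cut at about 30% in these data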;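 note: 0% = DMSO wells and 100% = unlabeled Bim-BH3 peptide competitor; inhibitors lower millipolarization by displacing the labeled peptide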
Target sequence (Q07817 whole entry, looked up): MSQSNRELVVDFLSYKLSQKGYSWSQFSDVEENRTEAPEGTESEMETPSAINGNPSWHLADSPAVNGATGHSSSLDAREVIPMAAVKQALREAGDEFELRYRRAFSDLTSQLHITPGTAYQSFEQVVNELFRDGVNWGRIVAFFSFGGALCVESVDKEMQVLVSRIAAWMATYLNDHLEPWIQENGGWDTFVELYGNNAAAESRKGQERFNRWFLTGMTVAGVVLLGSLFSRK
pPAFAH FP inh = inhibitors of human plasma PAF acetylhydrolase (pPAFAH). Q13093. recombinant pPAFAH, FP-rhodamine probe fluorescence polarization. inhibition, % at 3.39 µM. 330,000 tested, 1.5% active. AID 463082;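 active = inhibition above the mean inhibition across the screen plus 3 SD, cut at about 25% in these data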;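 note: inhibitors block binding of the rhodamine activity-based probe so polarization drops; 0% = enzyme with DMSO and 100% = wells lacking pPAFAH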
Target sequence (Q13093 whole entry, looked up): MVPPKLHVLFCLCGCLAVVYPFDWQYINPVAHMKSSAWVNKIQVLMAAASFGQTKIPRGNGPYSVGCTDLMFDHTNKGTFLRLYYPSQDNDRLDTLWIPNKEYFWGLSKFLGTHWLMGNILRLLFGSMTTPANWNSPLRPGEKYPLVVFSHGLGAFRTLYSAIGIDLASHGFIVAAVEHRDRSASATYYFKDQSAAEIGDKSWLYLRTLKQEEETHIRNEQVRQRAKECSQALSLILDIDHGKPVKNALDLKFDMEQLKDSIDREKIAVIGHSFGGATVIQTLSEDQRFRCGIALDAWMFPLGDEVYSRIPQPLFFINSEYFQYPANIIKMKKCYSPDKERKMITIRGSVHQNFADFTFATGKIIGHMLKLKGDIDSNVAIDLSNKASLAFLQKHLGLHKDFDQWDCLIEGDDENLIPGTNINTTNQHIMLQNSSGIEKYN
* hit, by the source's call; . = not tested or not shown.

Molecule,PME-1 inh,pPAFAH FP inh,PAFAH1B2 FP inh,Bcl-xL primary,MCL1-BIM inh,AHR activator,Fam108B counter,MEX-5 binding,GLD-1 RNA inh
CCOC(=O)c1cc(CC)sc1NC(=O)COC(=O)c1ccccn1,2,8,-1,0,0,2,-1,-4.4,6
Cc1ncc(CO)c2c1Oc1nc(-c3ccccc3)nc(SCC(=O)Nc3cccc(O)c3)c1C2,-65,-20,-11,1,-1,8,-39,-2.3,-12
Cc1cccc(NCCC(=O)c2ccc(Br)cc2)c1,-4,-3,11,7,0,6,1,-0.7,1
CN(Cc1ccon1)C(=O)CC1C(=O)NCCN1Cc1ccc(F)c(F)c1 (stereo unspecified),-1,5,3,13,17,-4,0,0.0,12
Cc1ccccc1/C=N/NC(=O)CSc1nc2ccccc2o1,-1,0,3,-1,1,3,-7,0.9,24
COC(=O)c1cccc(NC(=S)N2CCN(c3ccccc3F)CC2)c1,2,2,0,1,3,1,1,-0.2,3
O=C1CCC/C1=C\Nc1ccc(Cl)c([N+](=O)[O-])c1,-2,2,8,-12,-10,14,0,-2.4,5
S=C(N/N=C/c1ccc2c(c1)OCO2)NC1CC2CCC1C2 (stereo unspecified),6,-2,.,9,5,68*,-3,-0.5,8
COc1ccc2nc(C)cc(SCC(=O)NNC(=O)COc3ccc(C)cc3)c2c1,0,-2,0,-3,-6,4,1,0.6,-4
O=C(Nc1ccc(Cl)c(S(=O)(=O)N2CCOCC2)c1)c1ccncc1,.,3,-5,.,.,26,.,.,2
O=C(COc1ccc(Cl)cc1)N1CCN(C(=O)c2ccccc2F)CC1,-4,0,5,3,4,-1,0,0.1,5
C=CCn1c(C(CC)CC(C)(C)O)n[nH]c1=S (stereo unspecified),2,3,7,3,11,-1,4,0.2,-5
Cc1cccc(NC(=S)NC(=O)c2cccs2)n1,2,2,3,9,10,24,-3,-4.2,0
Cc1ccn(CCC(=O)N2CCCC(CCC(=O)N3CCN(c4ccccn4)CC3)C2)n1 (stereo unspecified),-4,6,5,-1,-3,0,-1,2.6,-2
COc1cccc(C(C(=O)NC2CCCC2)N(C(=O)c2csnn2)C2CC2)c1 (stereo unspecified),4,-1,5,1,-2,2,3,-1.2,-5
CC(NC(=O)[C@H](C)NC(=O)N1CCn2c1nc1ccccc12)c1ccccc1 (stereo partly specified),6,4,1,6,4,1,2,3.4,2
Cc1noc(C)c1NC(=O)N(C)C[C@H]1Oc2ccc(NS(=O)(=O)c3ccccc3)cc2C(=O)N([C@H](C)CO)C[C@@H]1C,.,5,3,.,.,-1,.,.,2
CCCCNC(=S)N(C)/N=C/c1ccc2c(c1)OCO2,4,3,-1,-6,-11,159*,-4,0.8,-1
COc1cc(C(=O)Cc2nc3ccccc3n2C)cc(OC)c1OC,-5,-3,-9,2,9,28,-4,-0.2,-2
CCCOc1c(Cl)cc(C(=O)NC)cc1OC,-3,4,-1,2,-1,29,-2,4.3,-1
CCOc1ccc(C(=O)NCC(=O)OCC(=O)N2C(C)CCCC2C)cc1 (stereo unspecified),-1,2,2,0,6,2,-3,1.6,3
COc1cccc(CN(C)C(=O)c2cc(S(=O)(=O)N3CCCCCC3)ccc2OC)c1,21,1,2,5,6,-1,.,.,7
CC1CN(C(=O)COC(=O)c2cc3ccccc3cc2O)CC(C)O1 (stereo unspecified),.,1,2,.,.,8,.,.,6
COC(=O)c1cccc(NC2CC(=O)N(c3ccc(OC)c(OC)c3)C2=O)c1 (stereo unspecified),5,1,4,4,7,-1,2,-0.8,4
Nc1ccccc1SC1CC(=O)N(c2ccc3c(c2)OCO3)C1=O (stereo unspecified),1,6,.,2,4,72*,-4,-0.7,1
COC(=O)C1=C(C)NC(=O)CC1c1ccccc1F (stereo unspecified),5,4,-2,11,7,1,0,-1.5,9
CCOC(=O)c1ccc(NC(=S)N(CCN(C)C)Cc2cccs2)cc1,0,-7,1,1,2,0,-4,-1.0,5
CCOc1ccc(N(C)C(=O)CCc2nnc3ccc(N4CCCC4)nn23)cc1,-7,1,-1,0,1,0,5,0.1,9
COc1ccc(-c2[nH]ncc2C2N=C(N)Nc3nc4ccccc4n32)cc1 (stereo unspecified),-81,5,5,6,4,2,-2,5.2,-8
CC(C)NC(=O)N(C)C[C@H]1Oc2ccc(NS(=O)(=O)c3ccccc3)cc2C(=O)N([C@H](C)CO)C[C@@H]1C,.,4,3,.,.,0,.,.,2
O=C(CCc1ccccc1)NCc1ccc(F)cc1,-5,1,3,2,-1,1,-1,0.7,3
CCCCc1nnc(NC(=O)C(C)Sc2nc(O)c(Cc3ccccc3)c(=O)[nH]2)s1 (stereo unspecified),0,5,7,6,2,-2,-1,0.6,3
CC(C)(O)C1=NOC(c2ccccc2)C1 (stereo unspecified),-3,4,4,0,2,3,-3,-2.1,8
Cc1ccc(NC(=O)CC2SCCNC2=O)cc1[N+](=O)[O-] (stereo unspecified),0,2,0,7,8,6,-1,-2.0,-1
Cc1cc(OC(=O)c2ccc(C(C)(C)C)cc2)c([N+](=O)[O-])c(=O)[nH]1,0,4,7,6,-1,1,1,-0.9,-6
Cc1ccccc1NC(=O)c1ccccc1N(C)S(=O)(=O)c1ccccc1,-2,-2,4,6,4,1,-3,2.8,2
CCOC(=O)CC1Sc2ccccc2NC1=S (stereo unspecified),-6,5,.,3,7,2,-4,-0.8,2
COc1ccc(OCC(O)COc2ccc(OC)cc2)cc1,3,4,4,1,8,1,1,-0.3,7
CN(C(=O)CCN1C(=O)C(C)(C)Nc2ccccc21)c1ccccc1,-4,-2,4,3,4,1,0,.,1
CC1(C)Cc2c(sc3nc4n(-c5ccccc5)c(=O)c(CCC(=O)O)nn4c(=O)c23)CO1,7,12,4,3,1,7,1,-1.2,-4
CCO[C@H]1OC(C(=O)N2CCN(C)CC2)=C[C@@H](C)[C@@H]1CCCO,4,-1,3,1,0,-1,-2,0.7,6
COc1ccc(OC)c(S(=O)(=O)n2ccnc2C(C)C)c1,-4,12,2,1,-2,0,0,0.4,5
O=C(COC(=O)c1ccccc1[N+](=O)[O-])NC(=O)c1ccccc1,-4,3,5,3,1,-1,4,3.3,-1
COc1ccc(Nc2nc(N)c(C(=O)c3ccc(F)cc3)s2)cc1,11,31*,8,9,6,11,50*,0.9,11
O=C(C1CC1)N1CCc2cc(Br)cc(S(=O)(=O)N3CCOCC3)c21,13,1,2,7,-1,2,0,.,2
N#Cc1c(Nc2ccccc2)sc(C(=O)C2CC2)c1N,16,8,28*,6,13,49*,2,0.8,5
COc1ccc(C2=NS(=O)(=O)N(C)C(C(=O)NCc3ccc4c(c3)OCO4)=C2)cc1OC,7,-1,0,2,-7,2,-1,1.3,0
CCCN1CCN(CCCNC(=O)Cn2ncc3c4ccccc4n(C)c3c2=O)CC1,1,-3,4,0,-4,-3,-1,1.1,4
Cc1cc(NC(=O)Cn2nc(C)c([N+](=O)[O-])c2C)no1,-2,3,2,1,-3,2,4,-0.1,2
O=C1CC(=C(c2ccccc2)c2ccccc2)C(=O)N1CCCCN1CCN(c2ccccc2)CC1,2,6,5,3,0,0,5,-0.1,0

(more compounds)
Molecule,PME-1 inh,pPAFAH FP inh,PAFAH1B2 FP inh,Bcl-xL primary,MCL1-BIM inh,AHR activator,Fam108B counter,MEX-5 binding,GLD-1 RNA inh
CCOC(=O)c1c(C)[nH]c(C(=O)N2CCN(C(=O)OCC)CC2)c1C,4,5,3,4,7,-1,-1,-2.3,-1
Cc1c(NC(=O)C(C)OC(=O)c2nc(Cl)ccc2Cl)c(=O)n(-c2ccccc2)n1C (stereo unspecified),1,-2,7,-9,-16,3,2,-1.5,-3
C#CCOCCOCCOCCNc1nc(N2CCOCC2)nc(N2CCN(C(=O)[C@H](Cc3cc4ccccc4[nH]3)n3cc([C@@H](N)C(C)CC)nn3)CC2)n1 (stereo partly specified),-5,3,2,-3,2,11,0,2.6,2
CC(NC(=O)C1CCCO1)c1ccccc1 (stereo unspecified),-6,3,-5,6,0,4,7,-2.0,9
O=[N+]([O-])c1ccc(Oc2cccc(C(F)(F)F)c2)nc1,-3,3,6,2,4,-4,3,0.7,5
CC(=O)N1CCc2cc(S(=O)(=O)CCC(=O)N(C)Cc3ccco3)ccc21,5,1,2,3,3,0,2,1.2,7
O=C(Nc1ccccc1O)N1c2ccccc2Sc2ccccc21,4,12,-1,6,5,8,-3,-3.6,-1
CS(=O)(=O)N(CC(=O)Nc1ccccc1-c1ccccc1)c1ccccc1,-3,1,20,7,1,0,-3,-1.2,-3
COC(=O)c1ccc(C)c(NC(=O)CN(c2ccccc2)S(=O)(=O)N(C)C)c1,-2,5,3,-3,-1,-2,-2,-1.6,1
COc1ccc(OC)c(N=c2oc3c(OC)cccc3cc2C(=O)NCc2ccco2)c1,-3,7,3,8,8,16,6,-18,8
COc1cccc2cc(C(=O)NNC(=O)c3ccc(Br)cc3)c(=O)oc12,-10,4,5,-4,2,1,3,2.2,6
O=C(NN1C(=O)c2ccccc2NC1c1ccc([N+](=O)[O-])o1)c1ccc([N+](=O)[O-])cc1 (stereo unspecified),-5,0,1,-3,-2,1,-1,-0.8,-3

Screening results as filed in PubChem BioAssay.

A portion of the library; rates above refer to the full screens.
